G6PDH CS – counter-screen for G6PDH assay hits: L. mesenteroides G6PDH inhibition | Purified L. mesenteroides G6PDH, diaphorase/resazurin coupled fluorescence, 45 min | inhibition, % at 5 µM | 0.12% of 200,000 active | AID 1020; in the data active means inhibition above about 50%
Diaphorase inh – counter-screen for diaphorase-based assays: diaphorase inhibitors and chemical oxidizers | diaphorase resazurin-to-resorufin fluorescence, NADH, 16 min; bacterial (C. kluyveri) enzyme, not human | inhibition, % at 20 µM | 0.69% of 190,000 active | AID 1217;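 active means primary screen inhibition at 20 µM above a set limit, cut at about 50% in these data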;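 further: plate controls were DMSO with full reaction for no effect and wells lacking NADH for full effect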
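System: Diaphorase enzyme from Clostridium kluyveri | Amount: Enzyme working solution with 0.14 U/mL diaphorase | Benchmarks: No-NADH positive control and DMSO neutral control | Signal: Fluorescence of resorufin formed from resazurin, Ex 544/Em 590 nm | Schedule: 16-min room-temperature incubation before reading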
Hsp70 activator – switches on Hsp70 transcription. HeLa Hsp70 promoter luciferase reporter, luminescence; scaled: vehicle 0, proteasome-inhibitor control 100%. activation, % at 10 µM. 0.04% of 200,000 active;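 active means activation above the mean across all tested compounds plus 3 SD, cutoff set per campaign, cut at about 5.5% in these data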;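 further: 100% = MG132 at 30 µM as the positive control and 0% = DMSO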
STAT3 act – activators of IL-6 induced STAT3 signaling; AID 871; U3A cells, IL-6 STAT3-luciferase reporter, luminescence; 100% = signal with IL-6 EC80 alone; activation (% of control), % at 5.6 µM; 0.91% of 190,000 active;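 active means activation above the screen-wide mean of compound activation plus 3 SD, cut at about 130% in these data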;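 further: 0% = background luminescence of wells with medium and substrate only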
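Material: STAT1-lacking human U3A cells, STAT3 luciferase reporter | Benchmarks: IL-6-only wells as 100% reference | Probe or stimulus: IL-6 (33 ng/mL) | Timing: Compound 1 h, then IL-6 6 h at 37 °C | Detection: Luminescence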
APP 5UTR inh – APP translation inhibition; 0.82% of 190,000 active; SH-SY5Y APP 5'UTR-luciferase reporter, luminescence; inhibition, % at 2 µM; AID 1285;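 active means inhibition above a set limit, derived from the sample mean plus 3 SD, cut at about 45% in these data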; further: values of inactives mirror those of a sister screen read the other way
STAT3 inh – STAT3 signaling inhibition; U3A cells, IL-6 STAT3-luciferase reporter, luminescence; host cell line lacks STAT1; 0.89% of 190,000 active; inhibition, % at 5.5 µM;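 active means inhibition above the mean inhibition across all screened compounds plus 3 SD, cut at about 44% in these data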;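 further: 0% = DMSO only wells and 100% = 100 µM nifuroxazide control wells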
STAT1 blocker – inhibitors of IFN-gamma induced STAT1 signaling | NIH 3T3 STAT1-luciferase reporter, luminescence | inhibition, % at 5.5 µM | 0.35% of 200,000 active | AID 920;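 active means inhibition above a set limit, the mean inhibition across all tested compounds plus 3 SD, cut at about 34% in these data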;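 further: 0% = IFN-gamma with DMSO and 100% = IFN-gamma with 300 µM nifuroxazide; values of inactives mirror those of a sister screen read the other way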
STAT1 activator – STAT1 signaling activation. activation (% of control), % at 5.5 µM. 2.6% of 200,000 active. NIH 3T3 STAT1-luciferase reporter, IFN-gamma, luminescence; 100% = IFN-gamma alone, no compound;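 active means activation above the screen-wide mean activation plus 3 SD, cut at about 130% in these data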;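 further: raw ratio to IFN-gamma control signal so 100% means no change and 0% no light; values of inactives mirror those of a sister screen read the other way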
TLR4-MyD88 BLA – blocks binding of human TLR4 to MyD88; O00206+Q99836; HeLa CL3-4 TLR4/MyD88 BLA complementation, FRET ratio; inhibition, % at 8.4 µM; 0.18% of 200,000 active; AID 861; in the data active means inhibition above about 25%;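 further: 0% = vehicle and 100% = reference inhibitor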
Target sequence (O00206 whole entry, looked up): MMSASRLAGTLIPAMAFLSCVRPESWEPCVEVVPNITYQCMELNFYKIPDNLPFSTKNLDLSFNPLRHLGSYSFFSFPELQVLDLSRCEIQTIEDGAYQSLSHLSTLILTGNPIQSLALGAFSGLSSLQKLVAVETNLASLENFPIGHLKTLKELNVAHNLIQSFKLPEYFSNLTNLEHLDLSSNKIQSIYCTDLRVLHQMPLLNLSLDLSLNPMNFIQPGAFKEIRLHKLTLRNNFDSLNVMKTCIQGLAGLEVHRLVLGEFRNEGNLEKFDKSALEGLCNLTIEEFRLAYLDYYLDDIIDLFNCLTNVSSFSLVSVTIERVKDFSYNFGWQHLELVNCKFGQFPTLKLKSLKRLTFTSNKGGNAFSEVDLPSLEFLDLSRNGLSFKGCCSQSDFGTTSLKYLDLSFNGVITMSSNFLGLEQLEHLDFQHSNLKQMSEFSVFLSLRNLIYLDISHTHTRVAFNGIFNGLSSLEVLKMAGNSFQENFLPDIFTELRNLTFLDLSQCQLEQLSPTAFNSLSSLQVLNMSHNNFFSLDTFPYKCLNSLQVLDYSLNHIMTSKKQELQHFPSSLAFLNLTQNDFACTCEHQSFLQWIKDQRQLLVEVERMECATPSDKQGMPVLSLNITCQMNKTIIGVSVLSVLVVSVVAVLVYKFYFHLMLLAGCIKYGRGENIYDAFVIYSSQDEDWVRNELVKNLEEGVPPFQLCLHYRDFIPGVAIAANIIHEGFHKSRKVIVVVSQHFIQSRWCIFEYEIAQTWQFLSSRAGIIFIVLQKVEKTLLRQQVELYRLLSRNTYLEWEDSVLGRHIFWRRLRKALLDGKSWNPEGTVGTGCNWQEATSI
Target sequence (Q99836 whole entry, looked up): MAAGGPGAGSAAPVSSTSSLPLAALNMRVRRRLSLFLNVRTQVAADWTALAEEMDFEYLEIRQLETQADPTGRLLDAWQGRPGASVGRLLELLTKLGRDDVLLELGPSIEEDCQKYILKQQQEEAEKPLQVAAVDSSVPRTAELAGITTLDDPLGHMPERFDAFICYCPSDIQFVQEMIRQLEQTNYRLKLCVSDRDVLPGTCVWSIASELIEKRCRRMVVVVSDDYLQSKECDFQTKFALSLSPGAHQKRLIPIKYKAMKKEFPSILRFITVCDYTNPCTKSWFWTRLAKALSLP
Diaphorase act – activates diaphorase or chemically reduces, flagging diaphorase assay artifacts; activation factor at 20 µM; 0.005% of 190,000 active; AID 1229; Diaphorase/resazurin coupled assay, resorufin fluorescence, 16 min; hits give high values; 1 = vehicle wells, 0 = NADH-free wells;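 active means diaphorase activity raised at least twofold by the compound at 20 µM; inactive means activation factor below 2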
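Test system: Clostridium kluyveri diaphorase, purified enzyme. Buffer or medium: 50 mM HEPES pH 7.4 buffer plus MgCl2 and Tween 20. Also added: 0.114 mM NADH and 0.1 mM resazurin, final amounts. Dosing: compound 20 µM once, DMSO 1%. Schedule: 16 min enzyme reaction, ambient temperature. Detection: fluorescence of resorufin, 544 nm excitation, 590 nm emission.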
Starred values were filed as active, the others as inactive.

Molecule,G6PDH CS,Diaphorase inh,Hsp70 activator,STAT3 act,APP 5UTR inh,STAT3 inh,STAT1 blocker,STAT1 activator,TLR4-MyD88 BLA,Diaphorase act
CCCCCCCCCOC(=O)C(CC(=O)O)N1CCOCC1 (centres undefined),16,3,-0.1,98,3,2,1,103,11,1
COc1ccc(C(=O)Nc2ccc(N3CCN(C(C)=O)CC3)cc2)cc1[N+](=O)[O-],1,5,-0.1,89,-15,13,-5,105,-5,0.9
CCCC/C(O)=N\S(=O)(=O)c1ccc(N=NN(C)C)cc1,3,-3,-0.2,98,10,6,-1,104,4,1
Cc1ccc(S(=O)(=O)Nc2c(C)[nH]c(=O)[nH]c2=O)cc1C,4,3,-0.2,101,6,2,0,100,3,1
O=C(CSc1nnnn1Cc1ccccc1)NC1CCCCC1,5,4,0.0,100,-7,4,8,90,-1,1
OC(CNCc1ccco1)COc1ccccc1 (centres undefined),4,7,-0.2,106,-6,-1,2,98,-8,0.9
CCOC(=O)C1CCCN(C(=O)c2cc(-c3ccccc3)on2)C1 (centres undefined),16,8,-0.2,105,-30,-3,-10,109,17,0.9
Cc1nn(-c2ccccc2)c2c1C1(C(=O)N(C(C)C)c3ccccc31)C(C#N)=C(N)O2 (centres undefined),20,34,-0.4,126,12,-28,14,87,-12,0.7
O=C(CCSc1ccccc1)NCCN1CCOCC1,2,14,-0.2,106,0,-1,-8,107,-4,0.9
N/C(=N\OC(=O)CCCc1ccccc1)c1cccnc1,-2,9,-0.1,100,-17,4,-10,109,3,0.9
O=C(Nc1cc2ccccc2oc1=O)c1ccccc1,7,0,-0.4,25,-131,96*,76*,29,-3,1
Cc1nc(Cl)sc1C(=O)NC(C)c1ccc(Cl)cc1 (centres undefined),7,11,-0.2,97,0,6,5,95,8,0.9
COc1ccc(CN(C)CC(=O)c2c(N)n(Cc3ccccc3)c(=O)n(C)c2=O)c(OC)c1,-11,13,0.0,99,9,5,2,98,23,0.9
O=C1C=C(c2ccccc2)OC(=O)C1C(=O)c1ccccc1 (centres undefined),12,0,-0.2,108,-8,-8,-7,103,-3,1
Cc1cccnc1CN1CCN(Cc2nc(Cc3cccc(F)c3)no2)CC1,6,18,-0.4,93,-12,19,-13,111,4,0.8
COC(=O)c1oc2c(c1C)C1(CCC2)SCCS1,-16,23,-0.2,87,4,18,2,97,-3,0.8
CC(=O)c1c(C)[nH]c(C(=O)CSc2nnc(C3CCCCC3)n2N)c1C,1,19,0.1,88,-7,18,16,86,9,0.8
COC(=O)c1cccc(NC(=O)C2COc3ccccc3O2)c1 (centres undefined),-2,13,0.4,98,-65,6,-5,105,-3,0.9
Cc1nn(Cc2ccccc2Cl)c2sc(C(=O)Nc3nccs3)cc12,-8,6,-0.3,100,17,-2,5,95,3,0.9
CC(=O)Nc1c2c(nn1-c1cccc(Cl)c1)CS(=O)C2 (centres undefined),-5,5,-0.4,97,2,9,-1,100,-8,0.9
CCCCOc1ccc(C(C)NC(=O)CCS(=O)(=O)Cc2ccc(C)cc2)cc1 (centres undefined),-13,3,-0.1,108,-19,-9,-2,102,-10,1
Nc1cc(=O)[nH]c(SCC(=O)Nc2nc3ccc([N+](=O)[O-])cc3s2)n1,8,12,0.0,96,1,10,-9,107,8,0.9
O=C(CSc1nc2ccccc2c(=O)[nH]1)N1CCCCCC1,-6,17,-0.4,96,-26,15,5,95,-8,0.8
COc1ccc(NC(=O)CCc2nc(-c3ccccc3F)no2)cc1,-9,10,0.4,101,0,3,1,99,3,0.9
Cc1c(C)n(CC(O)CN2CCOCC2)c2ccccc12 (centres undefined),6,18,0.0,96,6,9,3,97,21,0.8
O=C(CSc1nnc(COc2ccccc2)o1)c1ccccc1,-3,14,-0.4,98,-17,2,3,101,-5,0.9
CCc1c(O)nc(SCC(=O)Nc2ccc(OC)cc2)n(C2CCCCC2)c1=O,8,34,0.2,81,-12,30,7,93,-6,0.7
COc1ccc(C(C)=O)cc1COC(=O)CCCN1C(=O)c2ccccc2C1=O,8,19,-0.1,97,-18,5,-6,105,-6,0.8
O=C(NNC(=O)c1ccccc1-n1cccc1)c1ccc(Cl)cc1,4,-14,-0.2,102,0,-1,-3,103,9,1.1
O=C(c1ccc2nc[nH]c2c1)N1CCc2ccccc2C1,13,-2,0.0,102,-6,0,-4,103,2,1

In the list so far, 2 contain a furan ring, fused or not.
Molecule,G6PDH CS,Diaphorase inh,Hsp70 activator,STAT3 act,APP 5UTR inh,STAT3 inh,STAT1 blocker,STAT1 activator,TLR4-MyD88 BLA,Diaphorase act
OC(CNCc1ccco1)COc1ccccc1 (centres undefined),4,7,-0.2,106,-6,-1,2,98,-8,0.9
COC(=O)c1oc2c(c1C)C1(CCC2)SCCS1,-16,23,-0.2,87,4,18,2,97,-3,0.8

Further results
Below each SMILES – G6PDH CS	Diaphorase inh	Hsp70 activator	STAT3 act	APP 5UTR inh	STAT3 inh	STAT1 blocker	STAT1 activator	TLR4-MyD88 BLA	Diaphorase act
Cc1cc(C)nc(NS(=O)(=O)c2ccc(NC(=O)C3COc4ccccc4O3)cc2)n1 (centres undefined)
  2	-9	-0.2	96	-20	9	-3	101	12	1.1
O=S1(=O)C=C(SCc2ccccc2)Nc2ccccc21
  6	13	-0.1	102	11	3	-2	102	-7	0.9
COC(=O)C(Cc1ccccc1)NC(=O)c1cc(S(=O)(=O)N(C)C)ccc1Cl (centres undefined)
  3	9	0.6	98	-69	6	-13	110	8	0.9
COC(=O)C1CCN(CC(=O)NC(=O)NC2CCCCC2)CC1
  17	2	0.0	105	-16	0	0	102	6	1
O=C(c1ccccc1)c1ccc(Oc2ncccn2)cc1
  3	12	-0.2	100	-12	3	-7	107	-3	0.9
Cn1c(SCc2cc(=O)n3cc(Br)ccc3n2)nnc1C1COc2ccccc2O1 (centres undefined)
  0	25	-0.6	96	10	14	5	95	-10	0.8
COc1ccc(-c2c(C)[nH]n3c(=O)c(Cc4ccccc4)c(C)nc23)cc1
  12	-1	-0.4	100	21	-5	6	94	4	1
COc1ccc(-c2nc(C(N)=O)c3[nH]c(=O)n(-c4ccccc4OC)c3n2)c(OC)c1
  -2	-3	-0.5	104	-4	0	1	100	-3	1
Cc1nccc(-c2ccc(-n3c(C)ccc3C)cc2)n1
  10	11	-0.1	92	3	14	-2	101	4	0.9
CCOC(=O)C1(Cc2ccc(OC)cc2)CCN(C(=O)CN2CCCCC2=O)CC1
  12	6	-0.2	99	11	5	-9	106	-13	0.9
Cn1cc(C(N)=O)c2ccccc21
  13	-5	-0.3	95	5	7	-1	100	-7	1
CC(=O)c1ccc2c3c(ccc(O)c13)CC2
  33	25	-0.4	91	-11	17	7	94	-11	0.7
O=C1NCCN(Cc2ccc(Cl)c(F)c2)C1CC(=O)N1CCCCO1 (centres undefined)
  12	4	-0.4	101	2	5	5	95	-2	1
Cc1ccc(C(=O)O)cc1NC(=O)c1ccc(Cn2nc(C)c(Cl)c2C)o1
  -3	-8	-0.1	104	13	-3	-4	102	4	1.1
Nn1c(SCc2cccc(Oc3ccccc3)c2)nnc1C(F)(F)F
  5	12	-0.3	94	-17	10	-1	101	-9	0.9
Cc1cc(NC(=O)CSc2nc(C(C)C)nc3ccccc23)no1
  10	4	0.0	97	10	7	17	85	-2	1
CCOc1ccc(C(=O)NCC2CCCO2)cc1 (centres undefined)
  -18	18	-0.2	106	-50	-3	-6	105	1	0.8
O=C(c1ccccc1F)N1CCN(c2ccccc2)CC1
  -2	18	-0.3	97	-25	6	-3	102	1	0.8
O=C(c1ccc(-n2cnnn2)cc1)N(C1CCCCC1)C1CCCCC1
  7	-2	-0.2	103	-11	9	-1	100	-4	1
Cc1cccc(NC(=O)c2ccc(-c3ccccc3[N+](=O)[O-])o2)c1
  16	33	-0.2	88	2	18	-6	104	-10	0.7
Cc1ccc(C(c2nnnn2Cc2cccs2)N2CCN(Cc3ccc4c(c3)OCO4)CC2)cc1 (centres undefined)
  6	13	-0.3	92	4	15	1	98	-2	0.9
C/C(CC(=O)NCCCN1CCOCC1)=N\NC(=O)COc1ccc(Cl)cc1
  1	5	-0.1	106	0	-5	-6	105	5	1
CC1C=CCC2C(=O)N(c3ccccc3OC(=O)c3cccs3)C(=O)C12 (centres undefined)
  4	4	-0.1	104	-2	-2	-1	99	1	1
O=C(CCn1c(=O)c2ccccc2n(CC(=O)NC2CCCC2)c1=O)NCc1ccco1
  21	0	-0.2	103	-20	-2	-1	101	-1	1
NC(=O)c1ncn([C@@H]2O[C@H](CO)[C@@H](O)[C@H]2O)c1O
  7	-5	-0.1	105	-5	-4	8	92	1	1

Compound profiles, from the list above:
CCCC/C(O)=N\S(=O)(=O)c1ccc(N=NN(C)C)cc1 reads G6PDH CS: 3; Diaphorase inh: -3; Hsp70 activator: -0.2; STAT3 act: 98; APP 5UTR inh: 10; STAT3 inh: 6; STAT1 blocker: -1; STAT1 activator: 104; TLR4-MyD88 BLA: 4; Diaphorase act: 1
Cc1nccc(-c2ccc(-n3c(C)ccc3C)cc2)n1 reads G6PDH CS: 10; Diaphorase inh: 11; Hsp70 activator: -0.1; STAT3 act: 92; APP 5UTR inh: 3; STAT3 inh: 14; STAT1 blocker: -2; STAT1 activator: 101; TLR4-MyD88 BLA: 4; Diaphorase act: 0.9

Some values from the list:
Diaphorase act, O=C1C=C(c2ccccc2)OC(=O)C1C(=O)c1ccccc1 (centres undefined) : 1
Hsp70 activator, OC(CNCc1ccco1)COc1ccccc1 (centres undefined) : -0.2
TLR4-MyD88 BLA, O=S1(=O)C=C(SCc2ccccc2)Nc2ccccc21 : -7
STAT3 inh, COc1ccc(-c2nc(C(N)=O)c3[nH]c(=O)n(-c4ccccc4OC)c3n2)c(OC)c1 : 0

High-throughput results as filed in PubChem.
